# BoNT A protease: blocks Botulinum neurotoxin A light chain protease; AID 588499; multiplex microsphere protease substrate cleavage, flow cytometry; 360,000 tested, 0.17% active; inhibition, % at 10 µM; note: plate controls were buffer without enzyme for full effect and enzyme alone for no effect
# Vc quorum ag: induces V. cholerae light production without autoinducers; AID 588436; 350,000 tested, 0.16% active; V. cholerae BH1578 lux reporter, luminescence, 6 h; activation, % at 18.7 µM; in the data active = activation mostly above about 9.7%, no sharp cut-off; inconclusive = no clear call, values can overlap the other calls; inactive = mostly below about 3.7%; note: not every result past the cut was called active; inactives centre near 0; reference of the scale not given here
# Anthrax LF prot: blocks Bacillus anthracis lethal factor protease | P15917 | multiplex microsphere protease cleavage assay, LF | 360,000 tested, 0.12% active | inhibition, % at 10 µM; note: plate controls were buffer without enzyme for full effect and enzyme alone for no effect
# SARS 3CLpro inh: SARS-CoV 3CLpro protease inhibition; recombinant SARS-CoV 3CLpro, quenched FRET peptide cleavage; inhibition, % at 6 µM; 290,000 tested, 0.14% active; AID 1706; in the data active = inhibition above about 12%
# SSB-PriA inh: blocks PriA binding to SSB C-terminal tail. 430,000 tested, 0.6% active. inhibition, % at 33 µM. AID 1272365. AlphaScreen SSBct-PriA binding, biotinylated peptide; in the data active = inhibition mostly above about 37%, no sharp cut-off; inactive = mostly below about 20%;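 note: plate controls were negative control peptide for no effect and reference peptide for full effect; strong numbers were not always called active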
# TcdB inh: inhibitors of Clostridioides difficile toxin B glycohydrolase; inhibition, % at 9.99 µM; TcdB glycohydrolase enzymatic assay, plate reader; 350,000 tested, 0.24% active; in the data active = inhibition above about 10%
# PfHsp40 yeast: rescue of PfHsp40-mediated yeast toxicity. 340,000 tested, 0.68% active. growth rescue, % at 12.5 µM. S. cerevisiae expressing PfHsp40, growth rescue, ATP luminescence; in the data active = growth rescue above about 28%, passing the limit was not always enough; inconclusive = no clear call, values can overlap the other calls;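 note: yeast W303a lacking pdr1 and pdr3 grown in galactose medium; growth measured after three days at 30 °C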
# Yp Topo-I inh: blocks Yersinia pestis topoisomerase I activity; Y. pestis Topo-I cleavage product accumulation, plate reader; activity, % at 10 µM; 360,000 tested, 0.064% active; AID 504884; in the data active = activity above about 50%, passing the limit was not always enough; inconclusive = no clear call, values can overlap the other calls; note: inactives centre near 2
# PrPC TRFRET: reduces human prion protein on the cell surface | P04156 | 370,000 tested, 0.43% active | cell surface PrPC, TR-FRET read-out | AID 720596 | inhibition, % at 13.8 µM; in the data active = inhibition above about 24%; note: 0% = median of the test wells and 100% = reference compound wells
# An asterisk follows results filed as active; i = inactive; ? = inconclusive; . = not tested or not shown; & = joins results of further samples. Cut-off read from the data, not from the text of the source, unless noted: active = inhibition above about 30%; inconclusive = no clear call, values can overlap the other calls; inactive = below that. Not all compounds are listed (hit frequency here may not be typical).
SMILES,BoNT A protease,Vc quorum ag,Anthrax LF prot,SARS 3CLpro inh,SSB-PriA inh,TcdB inh,PfHsp40 yeast,Yp Topo-I inh,PrPC TRFRET
CCc1ccc(NC(=O)c2ccccc2NC(=O)C2CCCO2)cc1 (stereo not given),-0.4,i,1,4,-7,.,-2.2,3,9
Cc1nc(SCC(=O)Nc2cccnc2Cl)nc(C)c1C,0.1,-0.2,-1,3,2,-0.1,-0.6,6,8
COc1cccc(C(=O)NCC(=O)N/N=C/c2cccc(OC(=O)c3ccc([N+](=O)[O-])cc3)c2)c1,0.3,0.1,-1,5,.,-0.2,1.7,-6,0
COc1ccc2[nH]c3c(c2c1)CCN1C(=O)C(CC(=O)NCCCN(C)C)C[C@H](C(=O)N2CCOCC2)[C@@]31CCC1CCCC1 (stereo not given in full),0.0,i,-1,.,-9,0.5,-1.1,-12,6
Cc1cccc(CSc2nnc([C@@H]3CCCN3)o2)c1,-3.2,-0.7,6,6,-6,0.3,-0.5,3,1
Cn1c(N)c(C(=O)COC(=O)C2CCCN2C(=O)c2cccs2)c(=O)n(C)c1=O (stereo not given),0.1,-0.4,1,4,5,2.1,0.6,3,-3
COc1ccc(CC(=O)NNC(=S)Nc2ccccc2)cc1Cl,-0.8,2.0,-5,-2,10,-0.5,2.5,-7,2
O=C(CSc1nc(NS(=O)(=O)c2ccccc2)cc(=O)[nH]1)Nc1ccccc1Cl,-1.0,-1.5,-2,0,-29,-0.5,-0.4,2,3
Cc1ccc(NS(=O)(=O)c2cc3c(cc2Br)NC(=O)CO3)cc1C,-0.3,-1.1,-4,.,.,1.6,.,13,8
CCCC[C@@H]1CNC(=S)N1CCc1cccc2ccccc12,-0.2,i,-3,2,27,1.6,?,19,-1

# Structures listed so far that contain an aryl thioether with sulfur outside any ring (three):
SMILES,BoNT A protease,Vc quorum ag,Anthrax LF prot,SARS 3CLpro inh,SSB-PriA inh,TcdB inh,PfHsp40 yeast,Yp Topo-I inh,PrPC TRFRET
Cc1nc(SCC(=O)Nc2cccnc2Cl)nc(C)c1C,0.1,-0.2,-1,3,2,-0.1,-0.6,6,8
Cc1cccc(CSc2nnc([C@@H]3CCCN3)o2)c1,-3.2,-0.7,6,6,-6,0.3,-0.5,3,1
O=C(CSc1nc(NS(=O)(=O)c2ccccc2)cc(=O)[nH]1)Nc1ccccc1Cl,-1.0,-1.5,-2,0,-29,-0.5,-0.4,2,3

# Further entries:
SMILES,BoNT A protease,Vc quorum ag,Anthrax LF prot,SARS 3CLpro inh,SSB-PriA inh,TcdB inh,PfHsp40 yeast,Yp Topo-I inh,PrPC TRFRET
CCN(CC)CCN(Cc1cc2cc3c(cc2[nH]c1=O)OCO3)C(=S)NCCOC,-1.3,1.8,8,5,-7,0.2,0.0,6,-2
CCN(CC)C(=O)Oc1ccc(NC(C)=O)cc1,-1.7,-0.4,6,4,-20,.,-0.7,2,-8
COc1ccccc1NC(=O)COC(=O)CN1C(=O)C(=O)c2ccccc21,2.6,i,20,5,4,0.4,1.3,-2,-10
Cc1ccc2nc(-c3ccc(NC(=O)CSc4nccc(=O)[nH]4)cc3)sc2c1,0.1,-0.1,-1,-2,-5,1.1,-0.1,7,-1
Cc1ccc(C)c(S(=O)(=O)N2CCN(C(=O)CCNS(=O)(=O)c3ccc(C)c(C)c3)CC2)c1,-0.9,-3.7,0,.,-16,2.0,0.2,21,-14
CCOc1ccc(-c2c(C(=O)N/N=C/c3ccc(C)cc3)nnn2-c2nonc2N)cc1,0.3,-0.5,0,4,i,3.2,1.5,2,6
Cc1cc(C)nc(SCC(=O)c2ccc(C)c(C)c2)n1,1.7,-1.5,-2,0,-33,-0.8,-0.3,8,9
CC1(C)N=C(N)NC(Nc2ccc(Br)cc2)=N1,-1.6,7.1,-2,7,-5,.,-0.1,-6,5
C[C@@H]1CN([C@H](C)CO)C(=O)CCCn2nncc2CO[C@H]1CN(C)C(=O)Nc1ccc(N2CCN(C)CC2)cc1,-0.3,-0.4,-4,.,.,0.0&-1.2,.,1,0
C=CCSc1nnc(-c2cnn(-c3ccccc3)c2-n2cccc2)n1C,-0.1,-1.0,0,-3,-4,.,-1.0,1,5
O=C(c1ccc(CN2CCc3ccccc3C2)cc1)N1CCN(c2ccc(F)cc2)CC1,0.4,i,-1,-7,6,.,1.5,35,6
CN1C=C(C(F)(F)F)C=C/C1=C(\C#N)c1nnc2n1CCCCC2,0.5,i,1,0,-3,.,-0.6,-4,-7
CCOC(=O)c1nnn(CC(=O)N2N=C(c3ccccc3)CC2c2ccccc2)c1C(=O)OCC (stereo not given),-0.2,-1.5,-2,-7,-9,.,-0.2,-4,-1
COc1cccc(COC(=O)c2cc(S(=O)(=O)N3CCOCC3)ccc2Cl)c1OC,-0.1,4.4,-8,.,-8,0.2,1.3,33,-1
CCOC(=O)c1c(C)nc(-c2ccccc2)nc1N,-0.3,-0.3,0,-3,-11,.,0.6,1,-4
Cc1nc(/C=C\C(=O)O)c2cc(C)oc2n1,-1.1,i,-4,2,-10,0.6,0.0,6,-10
Cc1cc2cc(CCNC(=O)c3ccc(C)c([N+](=O)[O-])c3)c(=O)[nH]c2cc1C,0.8,-0.3,8,-3,3,.,0.0,25,-3
O=C(CSc1cn[nH]n1)Nc1ccc(O)c(C(=O)O)c1,-3.2,-0.3,2,-2,-7,0.4,-0.4,3,3
COc1cc(C(=O)Nc2cc(C)ccc2C)ccc1OCc1c(C)noc1C,0.3,i,2,.,-2,-0.2,-1.5,-1,-11
COC(=O)C(NC(=O)CCC(=O)NC(C(=O)OC)c1ccccc1)c1ccccc1 (stereo not given),1.2,-8.3,1,0,-19,1.1,-1.1,6,5
CC(OC(=O)CCC(=O)c1cccs1)C(=O)Nc1ccccc1[N+](=O)[O-] (stereo not given),-0.1,-0.5,-6,0,8,1.3,-0.4,10,-15
Cc1ccc(S(=O)(=O)[N-]c2nc3ccccc3nc2-n2cc[n+](Cc3ccccc3)c2)cc1,-3.5,i,10,0,-14,1.6,-0.3,3,-5
Cc1cc(N/N=C/c2ccc(F)cc2)nc(NCc2ccccc2)n1,9.2,-0.1,?,4,i,0.2,.,2,-2
C=CCOc1ccc(C[C@H](N)C(=O)NC[C@H]2O[C@@H](n3ccc(N)nc3=O)[C@H](O)[C@@H]2O)cc1,-0.4,i,-8,.,.,1.4,.,-7,0
CSc1nnc(-c2cccn(Cc3ccccc3)c2=O)o1,0.6,-0.3,11,3,0,0.7,-0.9,4,9
COc1cccc(N2C(=O)C(CC(=O)Nc3ccccc3)N(C3CCCCC3)C2=O)c1 (stereo not given),3.0,-0.6,-4,1,-4,.,0.5,4,4
CCCCC(=O)Nc1c(C)cc(C)cc1Cl,0.7,-1.8,-7,-1,-11,.,-0.1,1,-5
C=C(C)Cn1c(CN(C)Cc2ccccc2)nc2c1c(=O)n(C)c(=O)n2C,-0.3,i,-7,-3,6,0.8,0.8,6,11
COc1ccc(NS(=O)(=O)c2ccc3c(c2)CCN3C(=O)CCC(=O)O)cc1OC,-0.3,i,10,-7,1,-0.6,-0.8,-1,-3
COCCn1c(C)cc(C2=NNC(=Nc3ccc(Cl)cc3Cl)SC2)c1C,0.3,i,0,5,6,.,0.0,-11,-2
CCc1cc2c(=O)c(-c3cnn(-c4ccccc4)c3)coc2c(CN2CCOCC2)c1O,-3.3,-0.2,-10,4,0,.,1.9,-1,3
CCCCn1nnnc1NCc1ccc(OC)c(OC)c1OC,-0.5,-0.3,-2,2,-6,.,0.7,2,0
CC(Cn1cncn1)C(=O)N1CCN(S(=O)(=O)c2ccc(Cl)cc2)CC1 (stereo not given),-1.9,-0.6,4,-3,-15,0.3,-0.3,4,7
CC(Oc1ccc(F)cc1)C(=O)Nc1ccc2ccccc2c1 (stereo not given),-0.8,-0.3,-22,1,-28,.,4.7,12,9
O=C(NCC(=O)N1CCN(c2ccccc2O)CC1)c1ccc2c(c1)OCO2,-0.8,-0.1,-1,1,10,-0.4,-0.6,-5,-2
COc1ccccc1C(=O)Nn1c(C)nc2ccccc2c1=O,-5.6,-1.6,-4,-5,-8,0.7,2.2,3,5
COc1ccc(/C=N/n2nnnc2N)cc1OC,1.2,-0.7,1,4,i,-0.3,0.5,0,-4
CCOC(=O)[C@H]1[C@H]2COc3cc(OC)ccc3[C@@H]2N2C(=O)c3ccc(F)cc3NC(=O)[C@@]12C,-0.4,i,-7,.,-7,0.9,1.2,-3,-2
Cc1cc(C)c2c(c1C)C(=O)CCC2,0.6,0.8,-4,.,-3,-0.2,-1.9,4,2
Cc1c(N(C)C)nc2ccccc2c1N,0.1,-0.5,-4,4,1,.,2.0,-2,-1
O=C(Cc1ccc(NC(=O)C2CCCN(C(=O)C3CC3)C2)cc1)Nc1ccc(C(=O)N2CCOCC2)cc1 (stereo not given),-0.2,0.0,2,.,-4,-0.9,0.6,-2,-1
NC1=NC[C@@H](Cc2ccc(O)cc2)N1CCc1cc(C(F)(F)F)cc(C(F)(F)F)c1,1.1,-4.5,-7,.,-6,1.0,-1.3,-15,-5
COc1ccc(CN2CCC(=O)N(CCO)CC2)cc1OC,-0.1,-0.4,-3,-2,-4,1.3,-1.1,5,-6
CC(C)OC(=O)c1cccc(NC(=O)c2ccccc2)c1,-0.9,-0.1,0,1,-10,.,3.2,-8,16
CC(C)(C)CC(C)(C)N=C1Nc2ccccc2NC12C[C@H]1CCC(=O)N3CC[C@@H](C2)[C@@H]13 (stereo not given in full),-0.5,i,-14,.,24,0.6,0.5,8,-9
CC(=O)c1sc(N/N=C\c2ccccc2O)nc1C,0.0,-0.4,-3,3,.,-2.1,0.3,-2,-26
COCCNC(=S)Nc1ccc(N2CCCCC2)cc1,-0.1,-0.9,-3,-1,17,-38,-2.2,1,3
C/C(=N\Nc1nc2ccccc2s1)c1ccc(Br)s1,-0.4,i,-3,3,.,-0.2,145*,-33,-4
CCN(CC)c1nc(C(F)(F)F)nc2c1nnn2Cc1ccccc1,2.6,3.0,-9,0,-66,0.1,-0.4,16,-1
CCNC(=O)CSc1nnc(-c2cccs2)o1,-1.1,-0.5,-2,6,-5,0.4,-2.2,8,6
# Later entries.
SMILES,BoNT A protease,Vc quorum ag,Anthrax LF prot,SARS 3CLpro inh,SSB-PriA inh,TcdB inh,PfHsp40 yeast,Yp Topo-I inh,PrPC TRFRET
COc1cccc(/C=C/C(=O)OCC(=O)c2ccc(S(=O)(=O)N3CCCCC3)cc2)c1OC,3.6,i,-5,.,-2,0.8,-0.3,20,2
O=C(CN1CCN(C(=O)c2ccccc2Cl)CC1)Nc1cccc(S(=O)(=O)N2CCCC2)c1,-0.1,i,-5,.,8,-0.3,-0.9,13,0
CCCCNc1c(-c2cccc(SC(C)CC)c2)nc2ccc(Cl)cn12 (stereo not given),-0.7&-1.1,-1.4,-12&-12,.,-39,-0.3&-1.0,0.4,26,10&5
COc1cccc2c1OC1(C)CC2/C(=C(\C)O)C(=O)N1 (stereo not given),1.1,i,1,5,-24,.,-1.2,-4,-4
Cc1nnc(SC(C)C(=O)Nc2ccc(Cl)cn2)n1Cc1ccccc1 (stereo not given),2.0,-1.7,-5,-2,5,-0.1,0.9,13,-1
CCCCC(=O)NCc1ccccc1Cl,-0.6,-0.4,-4,0,-3,2.6,0.5,5,0
O=C(NCCc1ccccc1)c1ncn[nH]1,?,i,2,0,-2,.,1.3,4,10
COc1ccc(S(=O)(=O)Nc2c3ccccc3nc(=O)n2-c2ccccc2)cc1,0.3,1.4,1,6,-18,4.7,-0.4,0,-5
COc1ccc(N/C(N)=N/c2nc(CSc3ccc(C)cc3)cc(=O)[nH]2)cc1,-0.1,-0.7,0,0,.,.,1.1,5,8
CCCC[C@@H]1CNC(=S)N1CC1CCCCC1,-0.7,-0.3,-3,.,-7,-0.4,1.3,16,5
COc1ccc(S(=O)(=O)N2CCN(C3CC4CCC3C4)CC2)cc1 (stereo not given),-0.2,-0.4,-4,-6,-16,1.0,-1.9,14,1
CC(=O)c1sc(NC(=O)CCCOc2ccc(Cl)cc2)nc1C,-0.8,i,0,1,-10,0.6,-2.2,-6,15
